ULK1 inh: human ULK1 kinase inhibition, primary screen; inhibition, % at 5.96 µM; O75385; AlphaScreen Atg13 phosphorylation by ULK1, luminescence; hit rate 1.9% among 30,000; in the data active = inhibition above about 43%;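 also: 0% = median of compound wells and 100% = no enzyme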
Target sequence (O75385 whole entry, looked up): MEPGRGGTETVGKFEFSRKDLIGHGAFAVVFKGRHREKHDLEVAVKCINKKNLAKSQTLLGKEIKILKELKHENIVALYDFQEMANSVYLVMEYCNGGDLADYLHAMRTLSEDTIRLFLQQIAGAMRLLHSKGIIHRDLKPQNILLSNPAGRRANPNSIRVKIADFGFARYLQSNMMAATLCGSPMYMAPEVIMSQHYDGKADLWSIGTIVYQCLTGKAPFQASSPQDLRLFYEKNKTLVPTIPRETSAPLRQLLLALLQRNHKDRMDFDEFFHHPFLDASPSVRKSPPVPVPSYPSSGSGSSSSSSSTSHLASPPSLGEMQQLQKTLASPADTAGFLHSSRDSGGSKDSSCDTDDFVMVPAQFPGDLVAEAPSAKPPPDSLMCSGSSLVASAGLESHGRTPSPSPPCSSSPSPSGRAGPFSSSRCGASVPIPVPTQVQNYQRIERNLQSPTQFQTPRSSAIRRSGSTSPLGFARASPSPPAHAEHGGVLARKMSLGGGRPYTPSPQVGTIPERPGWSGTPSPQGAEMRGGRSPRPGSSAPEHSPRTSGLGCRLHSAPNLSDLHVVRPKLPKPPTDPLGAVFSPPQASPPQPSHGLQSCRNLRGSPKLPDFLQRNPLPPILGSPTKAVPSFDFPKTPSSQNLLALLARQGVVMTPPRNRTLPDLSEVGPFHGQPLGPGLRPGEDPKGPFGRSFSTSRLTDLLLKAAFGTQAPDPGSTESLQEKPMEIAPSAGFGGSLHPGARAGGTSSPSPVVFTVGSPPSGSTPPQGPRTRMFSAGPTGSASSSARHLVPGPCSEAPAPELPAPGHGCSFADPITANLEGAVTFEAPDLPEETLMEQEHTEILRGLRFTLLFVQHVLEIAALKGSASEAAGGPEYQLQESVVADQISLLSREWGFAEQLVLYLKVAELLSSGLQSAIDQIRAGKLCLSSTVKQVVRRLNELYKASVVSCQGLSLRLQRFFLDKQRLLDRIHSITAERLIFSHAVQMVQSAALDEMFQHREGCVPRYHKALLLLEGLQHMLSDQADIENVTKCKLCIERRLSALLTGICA
ASK1 primary: inhibitors of human ASK1 kinase; Q99683; AlphaScreen MKK6 phosphorylation by ASK1, luminescence; inhibition, % at 7.44 µM; hit rate 0.99% among 22,000; AID 1159602; in the data active = inhibition above about 35%;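 also: 0% = median of compound wells and 100% = no enzyme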
* marks the source's active call; other numbers are inactive results; / = no result given; & = joins results of further samples. This is a random part of the collection, and some 2.6% of all compounds hit somewhere here.

SMILES	ULK1 inh	ASK1 primary
CN(C)c1cccc(Nc2ncc(C(=O)Nc3ccc(N4CCOCC4)cc3)s2)c1	-4	7
Nc1nc(Nc2ccc3c(c2)OCO3)cc(Nc2ccc3ncccc3c2)n1	12	26
CCCNc1ncnc2c1nc(N1CCN(c3ccccn3)CC1)n2C(C)C	-8	-15
NC(C(=O)Nc1ccc(-c2ncnc3[nH]ccc23)cc1)c1ccc(Cl)cc1 (configuration not stated)	6	11
Cc1cnc(N2CCOCC2)nc1NCCO	-2	1
COC(=O)c1ccc(C2Nc3c(C(=O)OC)cccc3C3C=CCC32)cc1 (configuration not stated)	8	/
CC(C)C(=O)NNS(=O)(=O)c1cccc([N+](=O)[O-])c1	11	/
COc1cc2nc(Nc3ccc4ncccc4c3)nc(Nc3ccc(N4CCOCC4)cc3)c2cc1OC	2	10
Cn1c(Nc2cc(NCc3cccc(C(F)(F)F)c3)nc(N)n2)nc2ccccc21	-4	-7
COc1ccc(CCNc2nc(Nc3cc(OC)c(OC)c(OC)c3)nc3c2ncn3-c2ccsc2)cc1	8	21
CCN(CC)S(=O)(=O)c1ccc(Cl)c(N)c1	-11	/
Nc1nc(Nc2cnccn2)nc2c1ncn2-c1ccsc1	12	-16
O=C(CCN1C(=O)/C(=C/c2cccs2)SC1=S)N1CCCC1	-2	/
CS(=O)(=O)Nc1ccc([N+](=O)[O-])cc1Oc1ccccc1	4	/
CS(=O)(=O)Nc1ccc(-c2cc(-c3ccccc3)c(=O)[nH]n2)cc1	-8	5
COc1ccc(-c2cccc(C(=O)NCCOc3ccccc3)n2)cc1	-12	-25
NC(=O)c1cccc(Nc2ccc(N3CCOCC3)cc2)n1	-3	7
OCC1CCCN1c1nc(NCCN2CCOCC2)c2ncn(C3CCCCC3)c2n1 (configuration not stated)	-1	1
Nc1cccc(-c2cccc(C(=O)NC3CC3)n2)c1	1	8
CCNc1nc(NCCc2ccc(OC)cc2)c2ncn(C3CCCCC3)c2n1	-10	8
CN(C)C(=O)C(F)C(=O)c1ccccc1 (configuration not stated)	9	/
O=C(NCCc1cccnc1)c1ccc2c(c1)CC(c1nc3ccc(-c4cn[nH]c4)cc3c(=O)[nH]1)CO2 (configuration not stated)	2	-40
O=C(NC1CS(=O)(=O)CC1NCc1ccccc1)c1ccccc1 (configuration not stated)	-21	/
COc1cc(NC(=O)c2cccc(-n3cc(N(c4ccc5ccccc5n4)c4ccc5ccccc5n4)cn3)c2)cc(OC)c1OC	-3	-14
O=C(NCCCN1CCCC1=O)c1cnc(Nc2ccc3ncccc3c2)s1	-7	0

By substructure, the compounds so far containing a carbonyl joined to an NH by a bond outside any ring
SMILES	ULK1 inh	ASK1 primary
CN(C)c1cccc(Nc2ncc(C(=O)Nc3ccc(N4CCOCC4)cc3)s2)c1	-4	7
NC(C(=O)Nc1ccc(-c2ncnc3[nH]ccc23)cc1)c1ccc(Cl)cc1 (configuration not stated)	6	11
CC(C)C(=O)NNS(=O)(=O)c1cccc([N+](=O)[O-])c1	11	/
COc1ccc(-c2cccc(C(=O)NCCOc3ccccc3)n2)cc1	-12	-25
NC(=O)c1cccc(Nc2ccc(N3CCOCC3)cc2)n1	-3	7
Nc1cccc(-c2cccc(C(=O)NC3CC3)n2)c1	1	8
O=C(NCCc1cccnc1)c1ccc2c(c1)CC(c1nc3ccc(-c4cn[nH]c4)cc3c(=O)[nH]1)CO2 (configuration not stated)	2	-40
O=C(NC1CS(=O)(=O)CC1NCc1ccccc1)c1ccccc1 (configuration not stated)	-21	/
COc1cc(NC(=O)c2cccc(-n3cc(N(c4ccc5ccccc5n4)c4ccc5ccccc5n4)cn3)c2)cc(OC)c1OC	-3	-14
O=C(NCCCN1CCCC1=O)c1cnc(Nc2ccc3ncccc3c2)s1	-7	0

(listing goes on)
SMILES	ULK1 inh	ASK1 primary
CC(=O)Nc1ccc(NC(=O)c2ccc3nc(Nc4nccc5ccccc45)sc3c2)cc1	26	-13
CC(C)N(CCNC(=O)c1ccnc(-c2cccc(N)c2)c1)C(C)C	2	11
CC(=O)c1cccc(-c2ncc(C(=O)NCc3cccnc3)s2)c1	19	-10
O=C(Nc1nc(CC(=O)N2CCc3ccccc3C2)cs1)C1CC1	4	/
O=C(CCCc1ccccc1)NCc1nnnn1-c1ccc(F)c(F)c1	-1	/
COc1ccc(/C=N/NC(=O)C(=O)Nc2cccc3ccccc23)cc1	-1	/
O=C(Nc1ccc(-c2cn[nH]c2)cc1OC(F)(F)F)C1COc2ccccc2O1 (configuration not stated)	-7	-14
c1ccc(CNc2ncnc3nc(Nc4ccncc4)[nH]c23)cc1	23	-3
O=C(NC1CCN(Cc2ccccc2)CC1)c1ccnc(N2CCC(N3CCOCC3)CC2)c1	2	1
COc1ccc(N2CCn3c(SCC(C)=O)nnc32)cc1	10	/
c1ccc(OCCNc2ccnc(Nc3ccncc3)n2)cc1	1	-5
NC(=O)Cc1cn(-c2ccc(N3CCN(Cc4ccc5c(c4)OCO5)CC3)nn2)c2ccccc12	14	-5
OCCNc1nc(NCCN2CCOCC2)nc2c1ncn2C1CCCCC1	4	-8
CC(C(=O)O)c1ccc(CC2CCCC2=O)cc1 (configuration not stated)	-5	/
O=C(NC1CC1)c1ccc2nc(N3CCC(N4CCOCC4)CC3)sc2c1	-14	6
COc1cc2nc(Nc3ccccn3)nc(Nc3ccc(NC(C)=O)cc3)c2cc1OC	-13	1
COc1cc(Nc2cc(Nc3ccncc3)ncn2)cc(OC)c1OC	62*	17
CC(=O)c1ccc2c(c1)Nc1ccccc1S2	-13	/
CCN(CC)C(=O)C1CCCN(c2nc3c(Nc4ccc(NC(C)=O)cc4)ncnc3n2C(C)C)C1 (configuration not stated)	-4	-18
CCCNc1cc(C)nc(Nc2ccc(C(F)(F)F)cc2)n1	-27	-8
Cc1cccc2nc3c(c(=O)n12)CN(C(=O)c1ccco1)CC3	2	/
CN1CCN(c2ncn(-c3ccc(Nc4nccc(-c5cc(C#N)cc(N6CCOCC6)c5)n4)cc3)n2)CC1	14	1
c1cncc(CNc2ncnc3nc(N4CCC(N5CCOCC5)CC4)[nH]c23)c1	1	-13
CC(=O)c1cccc(-c2cc(Nc3ccc(Oc4ccccc4)cc3)ncn2)c1	7	-3
CCCCNC(=O)NS(=O)(=O)c1ccc(N)cc1	-2	/
(list continues)
SMILES	ULK1 inh	ASK1 primary
COc1cc(Nc2nccc(Nc3ccc4c(c3)OCO4)n2)cc(OC)c1OC	21	15
Cc1[nH]c(=O)c(-c2noc(-c3ccccc3)n2)cc1-c1ccncc1	0	-17
O=C(NCc1ccccc1)c1cnc(Nc2ccc3ncccc3c2)s1	-7	-10
Cc1ccc(-c2cccc3cnc(Nc4ccc(C(=O)N5CCN(C)CC5)cc4)nc23)cn1	58*	-11
CC(C)n1c(N2CCCC2CO)nc2c(Nc3ccc(N4CCOCC4)cc3)ncnc21 (configuration not stated)	0	5
c1ccc(-n2cnc3c(Nc4ccc(N5CCOCC5)cc4)nc(-c4ccc(N5CCOCC5)nc4)nc32)cc1	-9	3
c1ccc(OCCNc2nc(Nc3ccc(N4CCOCC4)cc3)nc3c2ncn3-c2ccccc2)cc1	1	7
Nc1cccc(-c2ccc(C(=O)NC3CC3)s2)c1	3	0
c1ccc(CN2CCC(Nc3cc(NCCN4CCOCC4)ncn3)CC2)cc1	9&-1	-1&7
NC(C(=O)N1CCC(Nc2ccc3cnccc3c2)CC1)c1ccc(Cl)cc1 (configuration not stated)	3	-7
CN(C)S(=O)(=O)c1ccc2c(c1)CC(c1nc3ccc(-c4cn[nH]c4)cc3[nH]1)CO2 (configuration not stated)	0	-15
Nc1nc(Cl)cc(NCCc2ccc(O)cc2)n1	2	-2
CC(C)N(CCNc1nc(Nc2ccncn2)nc2c1ncn2-c1ccccc1)C(C)C	-3	-7
Cc1noc(C)c1-c1nc(C(=O)NCCO)cs1	-11	13
CCCNc1ncnc2nc(-c3ccc(N4CCOCC4)nc3)[nH]c12	-5	5
O=C1CCN(c2c(Cl)cccc2NC(=O)c2ccc(Br)o2)CC1	10	12
COc1ccc(CCNc2nc(Nc3cccnc3)nc3c2ncn3CCN2CCCC2=O)cc1	26	20
c1cn(-c2ccc(Nc3nccc(Nc4ccc5c(c4)OCO5)n3)cc2)cn1	-9	21
CC(C)N(CCNc1cc(Nc2ccc3ncccc3c2)ncn1)C(C)C	-10	-15
CC(C)(C)OC(=O)N[C@H](c1ccccc1)c1nc(-c2ccc(Br)cc2)no1	6	-23
CCN(CC)c1nc(NC2CC2)nc(N2CCN(c3ccccn3)CC2)n1	-7	1
COCCNc1cc(-c2cncc(Br)c2)nc(C)n1	4	/
O=C(Nc1ccccc1)C1CCN(c2ccc(Nc3ccncn3)nn2)CC1	0	-9
CN(C)c1cccc(Nc2cccc(C(=O)NC3CCN(Cc4ccccc4)CC3)n2)c1	13	27
Cc1nn(C)c(C)c1-c1cc(C(=O)Nc2ccccc2)ccn1	2	3
New compounds follow:
SMILES	ULK1 inh	ASK1 primary
COCCc1ccc(OCC(O)CNC(C)C)cc1 (configuration not stated)	1	/
COc1cccc(C(=O)NCc2nnnn2C2CCCCC2)c1OC	-9	/
Cn1nccc1Nc1nc(NCCCN2CCCC2=O)c2[nH]cnc2n1	-4	-6
Cc1ccc(-c2nc3n(c2CNC(=O)c2cccc(C)c2C)CCS3)cc1	-8	/
Cc1cnc(Nc2ccccn2)nc1Nc1ccccc1	4	4
CCN(CC)c1nc(NCCCN2CCCC2=O)nc(Nc2ccc(N3CCOCC3)cc2)n1	5&3	15&1
Cn1cc(C(=O)NCC2CCCO2)c2[nH]c(=O)n(-c3ccc(Cl)cc3)c(=O)c21 (configuration not stated)	4	/
c1ccc2ccccc2c1	-4	/
O=C(Nc1ccc(-c2cn[nH]c2)c(F)c1)C1COc2ccccc2O1 (configuration not stated)	-5	7
COc1cccc(CNC(=O)Nc2ccc(-c3cn[nH]c3)cc2OCc2cn[nH]c2)c1	17	4
COc1cc(OC)nc(OC(C(=O)N[C@H](C(=O)OC(C)(C)C)C(C)C)C(C)C)n1 (some centres not stated)	6	/
CC(C)n1cnc2c(NCc3cccc(C(F)(F)F)c3)nc(Nc3nccc4ccccc34)nc21	-22	-14
O=c1[nH]c(NO)nc2c1C1(CCCC1)Cc1ccccc1-2	1	/
NC(C(=O)N1CCC(Nc2ccc3[nH]ncc3c2)C1)c1cccc(Cl)c1 (configuration not stated)	20	-3
COc1cccc(CNC(=O)c2nc3ccc(-c4cn[nH]c4)cc3s2)c1	9	-8
Cc1cc(NCCCN2CCCC2=O)nc(-c2ccc(N3CCN(C)CC3)cc2)n1	-10	-27
CCN(CC)C(=O)c1cccc(C)c1	-16	/
Cc1nc(C)n(-c2ccc(Nc3cc(-c4ccn(C)n4)c(Cl)cn3)cc2)n1	-18	-13
CCCCCCCCCCC[C@@H](C[C@@H]1OC(=O)[C@H]1CCCCCC)OC(=O)[C@H](CC(C)C)NC=O	9	/
CC(C)CC(=O)Nc1ccc(S(=O)(=O)N2CCC(C)CC2)cc1	-8	/

Full records as entered above. Order of values: ULK1 inh, ASK1 primary
CC(C)CC(=O)Nc1ccc(S(=O)(=O)N2CCC(C)CC2)cc1 in the list: -8, /
CCCCCCCCCCC[C@@H](C[C@@H]1OC(=O)[C@H]1CCCCCC)OC(=O)[C@H](CC(C)C)NC=O in the list: 9, /
O=C(Nc1ccc(-c2cn[nH]c2)c(F)c1)C1COc2ccccc2O1 (configuration not stated) in the list: -5, 7

Four entries from above in another layout:
O=C(NCCCN1CCCC1=O)c1cnc(Nc2ccc3ncccc3c2)s1
  ULK1 inh = -7	ASK1 primary = 0
CCCNc1ncnc2nc(-c3ccc(N4CCOCC4)nc3)[nH]c12
  ULK1 inh = -5	ASK1 primary = 5
Cc1[nH]c(=O)c(-c2noc(-c3ccccc3)n2)cc1-c1ccncc1
  ULK1 inh = 0	ASK1 primary = -17
CCCCCCCCCCC[C@@H](C[C@@H]1OC(=O)[C@H]1CCCCCC)OC(=O)[C@H](CC(C)C)NC=O
  ULK1 inh = 9	ASK1 primary = /

Screens: PubChem BioAssay, The Scripps Research Institute Molecular Screening Center
